# CHO-K1 Ca antag = nonselective inhibitor or artifact in parental CHO-K1 cells; ATP-induced calcium, Fluo-8 fluorescence; inhibition, % at 3 µM; 0.6% of 360,000 active;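 active means inhibition above a per-plate cutoff, the plate's mean sample inhibition plus 3 SD, cut at about 24% in these data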;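 further: 0% = DMSO plus EC80 ATP and 100% = DMSO alone without ATP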
# M1 antag = human M1 muscarinic receptor antagonists, primary screen, CHO-K1 cells, Fluo-8 calcium fluorescence, 1536-well; Muscarinic acetylcholine receptor M1 (Homo sapiens), P11229; CHO-K1 hM1, ACh EC80 antagonist; inhibition, % at 3 µM; 1.3% of 360,000 active;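 active means percent inhibition above its own plate's cutoff, namely the mean of that plate's compound wells plus 3 SD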;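 further: peak over basal fluorescence ratio during 140 s after agonist addition; 0% = ACh EC80 plus DMSO and 100% = DMSO alone without agonist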
# Target sequence (P11229 whole entry, looked up): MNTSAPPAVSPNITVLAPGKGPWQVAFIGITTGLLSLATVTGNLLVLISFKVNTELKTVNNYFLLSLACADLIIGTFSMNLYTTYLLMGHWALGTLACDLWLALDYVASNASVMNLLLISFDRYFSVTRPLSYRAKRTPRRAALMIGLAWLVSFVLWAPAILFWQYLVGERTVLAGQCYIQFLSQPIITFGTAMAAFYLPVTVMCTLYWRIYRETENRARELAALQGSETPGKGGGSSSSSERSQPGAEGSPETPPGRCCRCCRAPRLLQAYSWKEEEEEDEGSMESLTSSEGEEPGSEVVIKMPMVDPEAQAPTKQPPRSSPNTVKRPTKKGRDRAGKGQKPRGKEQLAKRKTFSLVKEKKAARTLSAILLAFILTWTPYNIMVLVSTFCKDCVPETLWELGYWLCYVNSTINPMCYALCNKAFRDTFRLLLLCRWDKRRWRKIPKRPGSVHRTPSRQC
# M1 ag parental = counter-screen for M1 agonists: effect in parental CHO-K1 cells | Fluo-8 calcium fluorescence; scaled to maximal ATP response, vehicle zero | activation, % at 3 µM | 0.48% of 360,000 active | AID 602248, 2012; in the data active means activation above about 15%;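 further: untransfected CHO-K1 host cells lacking M1 receptor as counterscreen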
# TAAR1 antagonist = human TAAR1 antagonists, primary screen, Fluo-8 calcium fluorescence, CHO RD-HGA16 cells; Trace amine-associated receptor 1 (Homo sapiens), Q96RJ0; 1.5% of 360,000 active; antagonist; inhibition, % at 3 µM;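 active means inhibition above a per-plate cutoff, the mean inhibition of test compounds on that plate plus 3 SD, cut at about 49% in these data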;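 further: 0% = DMSO plus EC80 beta-PEA response and 100% = DMSO alone without agonist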
# Target sequence (Q96RJ0 whole entry, looked up): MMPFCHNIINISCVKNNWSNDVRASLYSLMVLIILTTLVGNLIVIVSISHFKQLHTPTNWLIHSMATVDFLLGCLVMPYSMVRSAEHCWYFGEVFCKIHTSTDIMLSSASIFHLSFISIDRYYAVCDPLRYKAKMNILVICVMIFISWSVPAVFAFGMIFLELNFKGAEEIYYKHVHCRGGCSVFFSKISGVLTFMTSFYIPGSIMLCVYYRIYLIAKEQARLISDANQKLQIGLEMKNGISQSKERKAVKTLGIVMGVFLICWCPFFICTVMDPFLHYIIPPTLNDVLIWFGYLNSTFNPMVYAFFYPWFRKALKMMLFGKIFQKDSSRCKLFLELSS
#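 Material: CHO RD-HGA16 cells bearing hTAAR1; compound dosing: one-point dosing, 3 µM nominal final; schedule: dye loading 75 min at 37 °C, then 30 min room temperature; measured by: calcium fluorescence with Fluo-8; control set: vehicle and agonist controls; replication: n of 1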
# CHRM1 agonist = human M1 muscarinic receptor agonists, primary screen, Fluo-8 calcium fluorescence, CHO-K1 cells, HTS; CHO-K1 hM1, agonist mode; 0% DMSO, 100% acetylcholine EC100; Muscarinic acetylcholine receptor M1 (Homo sapiens), P11229; 0.33% of 360,000 active; activation, % at 3 µM; AID 588814, 2011;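 active means activation above the run's mean compound activation plus 3 SD, cut at about 16% in these data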;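 further: peak over basal fluorescence ratio within a 140 s kinetic read after compound addition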
# M1 PAM = human M1 muscarinic receptor positive allosteric modulators, primary screen, CHO-K1 cells, Fluo-8 calcium fluorescence, 1536-well. CHO-K1 hM1, ACh EC20; 0% = ACh EC20, 100% = maximal ACh. AID 588819, 2011. Muscarinic acetylcholine receptor M1 (Homo sapiens), P11229. 0.088% of 360,000 active. activation, % at 3 µM; in the data active means activation above about 19%, passing the limit was not always enough
# TAAR1 agonist = human TAAR1 agonists, primary screen, Fluo-8 calcium fluorescence, CHO RD-HGA16 cells; 0.99% of 360,000 active; AID 624467, 2012; activation, % at 3 µM; vehicle wells 0%, saturating PEA agonist 100%; Trace amine-associated receptor 1 (Homo sapiens), Q96RJ0;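 active means activation above the mean activation of all test compounds in the run plus 3 SD, cut at about 38% in these data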
#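 Assay system: CHO-derived RD-HGA16 cells with stable Gα16 and human TAAR1; timing: 17-24 h seeding, 75 min 37 °C dye, 30 min RT; read-out: % activation from peak over basal fluorescence ratio, DMSO-to-PEA scaled; measured by: kinetic Fluo-8 calcium fluorescence; benchmarks: low control DMSO, high control PEA (EC100); doses: 3 µM single concentration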
# CHO-K1 Ca PAM = nonselective calcium activators in parental CHO-K1 cells, primary screen, counter-screen for M1 PAM project, cell-based, Fluo-8 calcium fluorescence, full deck, 1536-well; ATP EC20; 0% at ATP EC20, 100% at ATP max; activation, % at 3 µM; 0.02% of 360,000 active;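 active means activation above the run cutoff, the mean activation of all test compounds plus 3 SD, cut at about 40% in these data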;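 further: peak over basal fluorescence ratio in a 140 s read after ATP addition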
# CHO parental Ca = ATP-evoked calcium signal inhibitors, parental CHO, primary screen, counter-screen for OX1R antagonist project, cell-based, fluorescence, Fluo-8 calcium dye. parental CHO-K1, ATP-induced calcium, Fluo-8 fluorescence. 0.63% of 330,000 active. inhibition, % at 5.6 µM;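 active means inhibition above that plate's mean sample inhibition plus 3 SD, cut at about 26% in these data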;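 further: 0% = ATP-challenged DMSO wells and 100% = DMSO wells without ATP; some compounds past the cut are filed as inactive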
#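 Assay system: untransfected parental CHO cell line. Also added: ATP agonist challenge. Dosing: one dose, 5.6 µM nominal. Measured by: Fluo-8 fluorescence. Read-out: % inhibition. Benchmarks: ATP wells versus no-ATP DMSO wells. Repeats: no replicates.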
# Starred values were filed as active, the others as inactive; . = no result given.
SMILES,CHO-K1 Ca antag,M1 antag,M1 ag parental,TAAR1 antagonist,CHRM1 agonist,M1 PAM,TAAR1 agonist,CHO-K1 Ca PAM,CHO parental Ca
Cc1ccc(N2C(=O)CC(N3CCN(c4ccc(F)cc4)CC3)C2=O)c(C)c1 (stereo not given),-8,-7,-0.4,-19,-5,5,-1,1,-2
O=C(CSCc1ccccc1Cl)NNC(=O)c1ccccc1,-21,-5,0.7,10,-4,3,7,3,-15
CC(C)c1ccc(S(=O)(=O)c2cnc(=S)[nH]c2N)cc1,0,-9,0.8,-1,-5,7,7,13,-2
CC(C(=O)NCc1cccs1)n1cccc1 (stereo not given),9,-8,-0.1,-5,-3,11,6,-5,-6
O=C(CN1C(=O)c2ccccc2C1=O)NC1(C(=O)O)CCCC1,-11,-21,0.4,-11,-1,8,1,0,.
COc1ccccc1/C=N\NC(=O)c1ccc(COc2ccc(C)c(C)c2)o1,-2,-4,0.7,28,-1,6,2,-6,-18
Cn1c(SCC2CCCO2)nnc1-c1cccc([N+](=O)[O-])c1 (stereo not given),-23,-16,0.4,21,-12,18,12,13,-1
Cc1ccc(C(=O)N(C)CC(=O)Nc2ccc(Cl)c(C(F)(F)F)c2)cc1S(=O)(=O)N1CCCCC1,8,9,3.0,11,-1,-3,14,-6,5
COc1ccc(N2CCN(C(=O)c3ccc4c(c3)CCN4S(=O)(=O)c3ccccc3)CC2)cc1,-8,31,5.5,-10,-6,-14,2,8,-7
O=C(NCc1ccccc1)c1cccc(NC(=O)C2CCC2)c1,-8,-14,1.9,7,-1,8,1,9,.
O=C(c1cccs1)N1C[C@H](n2cc(C3CC3)nn2)[C@@H](O)C[C@@H]1c1ccc(Cl)cc1,-16,-11,1.1,-10,9,20,5,-3,.
COc1ccc(C)cc1NC(=O)c1cnc2scc(C)n2c1=O,14,-2,0.2,12,-1,5,0,4,.
Cc1cc(OC(=O)c2ccc(Cl)cc2Cl)nc(C)n1,3,-2,0.0,-4,-3,5,4,10,-1
CN(c1ccc(OCC(=O)NCCc2ccccc2)cc1)S(=O)(=O)c1ccc(Cl)cc1,0,7,0.4,11,-2,-3,4,11,-8
O=C(Nc1ccccc1N1CCCC1)c1cccc(-c2cc3ccccc3oc2=O)c1,-7,1,1.4,30,-6,-5,1,8,-15
Nc1ccc(-c2nc3ccc(N)cc3o2)cc1,-1,4,-0.2,6,-2,-1,1,5,4
O=C(c1cc(COc2c(F)cccc2F)on1)N1CC[C@@H]2CCCC[C@H]2C1,-9,-15,0.3,6,-7,4,1,6,.
CCCCc1nnc(NC(=O)CSc2nc(N)cc(=O)[nH]2)s1,16,7,0.0,22,-7,-10,3,-12,-1
CN(Cc1ccccc1)C(=O)c1[nH]cnc1C(=O)N[C@@H](CCCCNC(=O)OC(C)(C)C)C(=O)OC(C)(C)C,-3,8,2.2,.,-2,-9,.,5,-27
COC(=O)Nc1ccc(S(=O)(=O)N2CCC(C(=O)N3CCC(C)CC3)CC2)cc1,-6,-2,1.4,-21,-2,6,2,-3,-19
CC(C)C(=O)NCc1cc(-c2ccc(Cl)cc2)no1,-11,-4,1.5,-7,-3,7,9,13,-10
O=C(N/N=C/C=C\c1ccccc1[N+](=O)[O-])c1cc(-c2ccc3ccccc3c2)n[nH]1,1,10,1.8,53*,-4,-2,2,17,.
O=C(CCc1ccccc1)Nc1ccc(NC(=O)c2ccco2)cc1,-16,7,3.7,11,-2,-6,9,-6,-16
CN1CCn2c1nc(N1CCCCC1)nc2=O,-8,-6,1.0,5,-5,5,19,18,-2
CCCOC(=O)C1=C(C)NC(=O)NC1c1cccc2ccccc12 (stereo not given),4,-24,-0.4,-25,6,21,7,4,.

# Some of the entries above in another layout.
# Fields: CHO-K1 Ca antag	M1 antag	M1 ag parental	TAAR1 antagonist	CHRM1 agonist	M1 PAM	TAAR1 agonist	CHO-K1 Ca PAM	CHO parental Ca
> CCCCc1nnc(NC(=O)CSc2nc(N)cc(=O)[nH]2)s1
 : 16	7	0.0	22	-7	-10	3	-12	-1
> CN(Cc1ccccc1)C(=O)c1[nH]cnc1C(=O)N[C@@H](CCCCNC(=O)OC(C)(C)C)C(=O)OC(C)(C)C
 : -3	8	2.2	.	-2	-9	.	5	-27
> COC(=O)Nc1ccc(S(=O)(=O)N2CCC(C(=O)N3CCC(C)CC3)CC2)cc1
 : -6	-2	1.4	-21	-2	6	2	-3	-19
> CC(C)C(=O)NCc1cc(-c2ccc(Cl)cc2)no1
 : -11	-4	1.5	-7	-3	7	9	13	-10
> O=C(N/N=C/C=C\c1ccccc1[N+](=O)[O-])c1cc(-c2ccc3ccccc3c2)n[nH]1
 : 1	10	1.8	53*	-4	-2	2	17	.
> O=C(CCc1ccccc1)Nc1ccc(NC(=O)c2ccco2)cc1
 : -16	7	3.7	11	-2	-6	9	-6	-16
> CN1CCn2c1nc(N1CCCCC1)nc2=O
 : -8	-6	1.0	5	-5	5	19	18	-2

# Records listed so far printed as active in TAAR1 antagonist:
SMILES | M1 antag | TAAR1 antagonist | CHRM1 agonist | M1 PAM
O=C(N/N=C/C=C\c1ccccc1[N+](=O)[O-])c1cc(-c2ccc3ccccc3c2)n[nH]1 | 10 | 53* | -4 | -2

# Quoted at random: three entries already listed, in no set order.
SMILES,CHO-K1 Ca antag,M1 antag,M1 ag parental,TAAR1 antagonist,CHRM1 agonist,M1 PAM,TAAR1 agonist,CHO-K1 Ca PAM,CHO parental Ca
Cc1ccc(N2C(=O)CC(N3CCN(c4ccc(F)cc4)CC3)C2=O)c(C)c1 (stereo not given),-8,-7,-0.4,-19,-5,5,-1,1,-2
O=C(c1cccs1)N1C[C@H](n2cc(C3CC3)nn2)[C@@H](O)C[C@@H]1c1ccc(Cl)cc1,-16,-11,1.1,-10,9,20,5,-3,.
CCCCc1nnc(NC(=O)CSc2nc(N)cc(=O)[nH]2)s1,16,7,0.0,22,-7,-10,3,-12,-1

# Continuation:
SMILES,CHO-K1 Ca antag,M1 antag,M1 ag parental,TAAR1 antagonist,CHRM1 agonist,M1 PAM,TAAR1 agonist,CHO-K1 Ca PAM,CHO parental Ca
Cc1ccc(C)c(NC(=O)COC(=O)c2cccc3c2C(=O)c2ccccc2C3=O)c1,-3,10,2.3,19,-7,-14,5,16,-28
CCCCCn1c(=O)[nH]c2cc(C(=O)N3CCN(CC)CC3)ccc2c1=O,-21,-8,1.2,-3,-3,6,1,17,-8
CCNC(=O)c1cccc(NC(=O)CC2SC(N3CCCCC3)=NC2=O)c1 (stereo not given),-11,-16,0.6,-20,0,12,5,13,0
O=C(NCc1ccccc1)c1cccc(S(=O)(=O)NCc2ccccc2)c1,17,10,0.1,2,2,-9,1,-13,-9
COc1ccc(C(=O)NN=C2CCCC2)c(OC)c1,4,-9,-0.2,-28,0,10,1,-20,-11
CCOC(=O)C(=O)/C(=C\N(C)C)c1onc(-c2ccccc2)c1C(=O)OC,-4,-17,-0.2,-17,-2,7,2,-6,-5
Cc1cccc2cc(CN(Cc3ccco3)C(=O)c3ccncc3)c(=O)[nH]c12,7,-3,2.7,36,-1,1,12,14,-29
Nc1ccc(C(=O)N/N=C\C=C\c2ccc([N+](=O)[O-])cc2)cc1,0,-4,0.9,9,4,8,19,12,-6
CCCNC(=O)C/C(C)=N/NC(=O)C(=O)Nc1ccccn1,-9,5,3.3,-2,-4,0,1,12,-10
COc1ccc(-c2n(CC(=O)OC3CC(C)CCC3C(C)C)c3ccccc3[n+]2C)cc1 (stereo not given),24*,28*,5.6,14,-10,-24,0,-4,.
CCOc1ccccc1NC(=O)c1cccc(NC2=NC3CS(=O)(=O)CC3S2)c1 (stereo not given),10,3,0.5,-36,-3,2,4,6,-8
COc1ccc2[nH]c(=O)c(CNc3ccccc3OC)cc2c1,-6,-2,1.3,-6,-2,5,0,6,-19
COc1ccc(C(=O)/C=C2/C(=O)Nc3ccccc32)c(OC)c1,-4,13,6.6,19,-1,1,13,-10,7
O=C(CCl)N(Cc1ccccc1)c1ccccc1,-4,16,-0.2,-10,-11,-22,4,8,-11
CCC1CCCCN1CCCNC(=O)CN1C(=O)CSc2ccc(S(=O)(=O)N3CCOCC3)cc21 (stereo not given),-5,2,1.2,-31,-6,-4,2,4,-13
C=CC[C@H](CC(=O)NCCO)C(=O)N[C@H](COC(=O)[C@@H](CC=C)Cc1ccc(F)cc1)c1ccccc1,-8,-1,1.9,18,-3,-2,18,23,-19
CN(C)S(=O)(=O)NCC1CCCN(Cc2cc3ccccc3s2)C1 (stereo not given),9,9,0.3,-15,-9,-5,1,7,-21
CCn1c(=O)n(CC(=O)N(C)Cc2ccccc2)c(=O)c2ccccc21,1,-24,1.4,10,-2,1,5,8,3
CCC(=O)NC(NC(=S)Nc1c(C)n(C)n(-c2ccccc2)c1=O)C(Cl)(Cl)Cl (stereo not given),1,3,5.4,-6,-4,-2,0,15,-6
CCn1c(SCC(=O)Nc2cccc(C)c2)nc2ccccc2c1=O,-7,0,0.9,4,-4,-2,2,-18,-21
CCOC(=O)N1CCN(C(=O)CSc2nnc(-c3ccc(C)c(C)c3)o2)CC1,-4,-11,0.3,-25,-1,1,2,8,-16
CCn1cc(CNC(=O)C2CCC(=O)N(CCc3cccc(F)c3)C2)cn1 (stereo not given),-8,-5,1.2,2,-1,6,0,9,.
COc1ccccc1NC(=O)CN1CCN(CC(=O)Nc2ccc(S(N)(=O)=O)cc2)CC1,-12,-9,0.8,-6,-5,7,3,5,-1
c1cc(-c2noc(CC3CCCCC3)n2)ccn1,11,11,0.0,-1,-3,-6,25,-4,10
Cc1ccc(NCSc2ccc(Cl)cc2)cc1,-18,-9,0.9,15,-4,-1,0,11,.
Clc1ccc(CN2CCN(c3ncccn3)CC2)cc1,-3,-6,1.6,-15,-5,3,1,0,1
COc1ccc(N2CCN(C(c3ccco3)c3sc4nc(C)nn4c3O)CC2)cc1 (stereo not given),-11,-2,0.3,21,-8,11,4,15,-4
Cc1ccc(NC(=S)NC(NC(=O)c2ccco2)C(Cl)(Cl)Cl)cc1 (stereo not given),-3,-25,4.6,8,5,2,24,17,1
Oc1ccccc1Oc1c(F)c(F)nc(N2CCCC2)c1F,-7,13,0.9,17,-12,-26,3,19,-2

# Just M1 antag (2 entries from above):
SMILES | M1 antag
Cc1cccc2cc(CN(Cc3ccco3)C(=O)c3ccncc3)c(=O)[nH]c12 | -3
Nc1ccc(C(=O)N/N=C\C=C\c2ccc([N+](=O)[O-])cc2)cc1 | -4

# Compound activity deposited in PubChem BioAssay by The Scripps Research Institute Molecular Screening Center.
